TR-FRET SRC-2 ct – flags TR-FRET format artefacts in PPARgamma SRC-2 recruitment agonist screen; TR-FRET ratio at 8 µM; AID 1049; TR-FRET artefact counter-screen; hits give high values; 200,000 compounds, 0.4% hits; in the data active = TR-FRET ratio above about 2000; also: inactives centre near 1500
STAT3 inh – inhibitors of IL-6 induced STAT3 signaling. 190,000 compounds, 0.89% hits. AID 862. U3A cells, IL-6 STAT3-luciferase reporter, luminescence; host cell line lacks STAT1. inhibition, % at 5.5 µM;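 active = inhibition above the mean inhibition across all screened compounds plus 3 SD, cut at about 44% in these data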;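 also: 0% = DMSO only wells and 100% = 100 µM nifuroxazide control wells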
STAT3 act – STAT3 signaling activation | activation (% of control), % at 5.6 µM | 190,000 compounds, 0.91% hits | AID 871 | U3A cells, IL-6 STAT3-luciferase reporter, luminescence; 100% = signal with IL-6 EC80 alone;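 active = activation above the screen-wide mean of compound activation plus 3 SD, cut at about 130% in these data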;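 also: 0% = background luminescence of wells with medium and substrate only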
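Material: STAT3-luciferase reporter U3A cells; Probe or stimulus: IL-6 (33 ng/mL); Incubation: compound pre-incubation 1 h before IL-6, then 6 h stimulation at 37 °C; Technique: luminescence from STAT3-driven luciferase reporter; Evaluation: % activation versus median of IL-6-stimulated wells; Controls: IL-6-only high control.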
ROMK mod – modulators of human ROMK potassium channel. B-score at 10 µM. P48048. AID 1918. Tet-inducible ROMK, thallium flux fluorescence; actives lie on both sides. 130,000 compounds, 2% hits;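 active = signal ratio slope over the read window, or its plate-corrected B-score, at least 3 SD from the plate mean, either direction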;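 also: B-score of the F/F0 ratio slope over 7 to 12 s after thallium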
Target sequence (P48048 whole entry, looked up): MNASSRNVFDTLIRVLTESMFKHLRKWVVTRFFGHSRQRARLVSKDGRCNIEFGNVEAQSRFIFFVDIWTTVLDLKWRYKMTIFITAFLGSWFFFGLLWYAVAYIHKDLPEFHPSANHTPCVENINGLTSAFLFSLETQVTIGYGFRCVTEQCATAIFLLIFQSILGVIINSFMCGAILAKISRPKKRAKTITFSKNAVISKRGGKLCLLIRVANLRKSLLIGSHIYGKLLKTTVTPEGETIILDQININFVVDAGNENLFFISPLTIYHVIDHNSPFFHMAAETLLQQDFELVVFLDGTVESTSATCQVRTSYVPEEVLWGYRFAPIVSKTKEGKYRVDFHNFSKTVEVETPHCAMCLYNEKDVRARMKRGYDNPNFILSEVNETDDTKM
bIAP activator – increases bovine intestinal alkaline phosphatase activity; AID 1016; 200,000 compounds, 0.17% hits; purified bovine IAP, CDP-star luminescence, 30 min; hits give high values; fold of DMSO-control signal, blank-subtracted; activation factor at 20 µM;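 active = activation factor of 2 or more at 20 µM, a signal rise over negative controls twice the positive control's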
TNAP act hi DEA – TNAP (human) activation, high acceptor; purified TNAP, CDP-star luminescence, 1 M DEA, 30 min; hits give high values; 0 = EDTA background, 1 = DMSO-only activity; activation factor at 20 µM; 200,000 tested, under 10 active;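 active = activation factor at least 2 at 20 µM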
Target sequence (P05186 whole entry, looked up): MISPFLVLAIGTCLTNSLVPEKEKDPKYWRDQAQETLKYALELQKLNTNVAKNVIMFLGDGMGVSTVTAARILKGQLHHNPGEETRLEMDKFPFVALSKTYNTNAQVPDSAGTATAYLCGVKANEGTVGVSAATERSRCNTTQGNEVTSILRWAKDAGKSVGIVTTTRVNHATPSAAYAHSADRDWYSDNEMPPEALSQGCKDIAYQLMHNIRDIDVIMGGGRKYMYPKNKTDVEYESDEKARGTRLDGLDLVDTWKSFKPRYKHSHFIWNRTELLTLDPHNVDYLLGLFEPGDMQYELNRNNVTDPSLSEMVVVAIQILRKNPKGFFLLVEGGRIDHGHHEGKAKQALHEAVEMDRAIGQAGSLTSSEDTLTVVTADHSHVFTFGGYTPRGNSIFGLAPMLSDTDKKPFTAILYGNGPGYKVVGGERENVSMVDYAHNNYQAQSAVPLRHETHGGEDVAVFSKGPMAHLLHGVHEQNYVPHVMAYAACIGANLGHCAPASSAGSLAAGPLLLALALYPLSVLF
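Assay system: human TNAP; Input: enzyme diluted 1/800 final; Reagent: CDP-star luminogenic substrate at 100 µM final; Timing: 30 min, room temperature; Signal: luminescence; Evaluation: TNAP activation factor scaled between EDTA and DMSO control wells.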
PPARg SRC-1 ag – PPARgamma-driven SRC-1 recruitment agonism; P37231; PPARgamma-SRC-1 coactivator recruitment biochemical assay; activation, % at 8 µM; 200,000 compounds, 0.41% hits; AID 631; in the data active = activation above about 19%;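 also: 0% = DMSO and 100% = reference agonist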
STAT1 inh – reduces IFN-gamma driven STAT1 reporter signal; NIH 3T3 STAT1-luciferase reporter, luminescence; inhibition, % at 5.5 µM; 200,000 compounds, 0.35% hits;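 active = inhibition above a set limit, the mean inhibition across all tested compounds plus 3 SD, cut at about 34% in these data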;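 also: 0% = IFN-gamma with DMSO and 100% = IFN-gamma with 300 µM nifuroxazide; values of inactives mirror those of a sister screen read the other way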
PPARg SRC-3 ag – PPARgamma-driven SRC-3 recruitment agonism; P37231; biochemical PPARgamma/SRC-3 coactivator recruitment assay; activation, % at 8 µM; 200,000 compounds, 0.26% hits; AID 731; in the data active = activation above about 23%;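 also: 0% = DMSO and 100% = reference agonist; some compounds past the cut are filed as inactive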
bIAP inhibitor – intestinal alkaline phosphatase (bovine) inhibition; inhibition, % at 20 µM; 190,000 tested, under 10 active; AID 1019; purified bovine IAP, CDP-star luminescence, 30 min;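 active = over 50% inhibition of intestinal alkaline phosphatase at 20 µM in the single-dose screen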
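Incubation: 30 min reaction at room temperature / Material: purified bovine intestinal alkaline phosphatase (IAP) enzyme / Input: enzyme at 1/65,000,000 dilution / Dosing: 20 µM single dose / Signal: CDP-star luminescence signal / Reagent: CDP-star chemiluminescent phosphatase substrate, 30 µM final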
PPARg SRC-2 ag – agonists of SRC-2 recruitment by human PPARgamma; 200,000 compounds, 0.34% hits; PPARgamma LBD-SRC-2 recruitment, biochemical; P37231; activation, % at 8 µM; in the data active = activation above about 22%;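 also: 0% = vehicle and 100% = reference agonist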
Numbers without * were called inactive; . = not tested or not shown.

SMILES	TR-FRET SRC-2 ct	STAT3 inh	STAT3 act	ROMK mod	bIAP activator	TNAP act hi DEA	PPARg SRC-1 ag	STAT1 inh	PPARg SRC-3 ag	bIAP inhibitor	PPARg SRC-2 ag
O=C(Cc1ccccc1)NC1c2ccccc2-c2ccccc21	1675	-1	98	.	0.4	1	7	0	4	.	3
COC(=O)/C(=N/Nc1ccccc1)N1CCCc2ccccc21	1723	0	98	.	0.9	1	10	-1	4	12	6
CN1C(=S)N(c2ccccc2)C(=O)/C1=C/c1ccco1	1600	-3	105	.	1.1	1	13	9	2	-8	6
Cc1nc2cc(-c3ccccc3)ccc2o1	1589	7	99	-1.1	1.1	1	8	-18	-5	-7	3
O=C(NC1C/C(=N/O)c2cc3c(cc21)OCO3)C(F)(F)F (centres undefined)	1690	0	102	0.0099	1	1	14	-3	4	1	-2
COc1ccc(OC)c(NC(=O)CCN2CCN(c3ccccc3F)CC2)c1	1531	9	98	.	1	1	4	4	5	-4	7
COc1ccc(CCNC(=O)CCSc2nc(-c3ccco3)cc(C(F)(F)F)n2)cc1	1629	6	97	.	0.9	1.1	5	-1	-4	5	4
C=CCSc1nc2ccccc2n1C(=O)/C=C/c1cc(OC)c(OC)c(OC)c1	1623	15	91	.	1	1	2	-49	4	4	6
CC(C)c1onc(C(=O)NCc2ccccc2)c1[N+](=O)[O-]	1475	4	99	-0.058	0.7	1	8	9	0	28	2
Cn1cc(CN2CCC(N3CCNC(=O)CC3)CC2)c(-c2ccccc2F)n1	1269	10	95	0.21	1	1.1	-5	-11	8	2	3
Cc1c(C)c2c(C)nn(-c3ccccc3)c2[nH]c1=O	1729	6	97	-0.7	1	1.1	12	-7	8	3	7
COC(=O)Cc1cc(=O)[nH]c(/N=C(\N)Nc2ccc(C)cc2C)n1	1520	16	94	0.76	1	1.1	0	-3	-1	-5	0
CC(CCc1ccccc1)NC(=S)NC1CCCCC1 (centres undefined)	1373	13	92	.	1	1.1	0	11	4	-3	-4
COCCNC(=O)CSc1nc2nn(-c3ccccc3)c(=O)c-2c2n1CCCCC2	1682	18	89	-0.39	1	1	16	3	0	-1	4
Cc1ccc(S(=O)(=O)C2(C(=O)Nc3ccc(F)cc3)CC2)cc1	1546	10	100	.	0.8	1	0	9	-11	16	-3
O=C(c1ccc(-c2ccccc2)cc1)C1CCCN(Cc2ccncc2)C1 (centres undefined)	1614	18	89	-1.6	1.1	1.1	6	16	3	-11	2
Cn1cc(C=C2C(=O)CC(C)(C)CC2=O)c2ccccc21	1602	-8	107	.	0.7	0.9	4	14	6	32	0
COc1ccc(/C=c2/sc3n(c2=O)NC2(c4ccccc4)N(C)C(=O)N(C)C2(c2ccccc2)N=3)cc1 (centres undefined)	1535	-5	106	-0.93	1	1	4	-3	-3	-1	3
CCOC(=O)CN(C(=O)CSc1nnc(Cc2ccccc2)n1-c1ccc(C)cc1)c1ccccc1	1699	4	97	.	1	1.1	-3	0	-4	1	8
CCn1c2ccccc2c2nc3cc(S(=O)(=O)N4CCOCC4)ccc3nc21	1582	14	91	.	1	1	6	-1	2	5	4
COc1ccc(CCN2C(=O)CC(NNC(=O)c3ccccc3Br)C2=O)cc1 (centres undefined)	1549	-5	107	.	1	1	6	-2	2	4	5
Cn1c(CCNC(=O)C2CCCCC2)nc2cc(NC(=O)c3cccs3)ccc21	1467	15	89	0.049	1.2	1	-4	-3	-2	-16	-6
O=C(CSc1ccccc1)Nc1cc(Cl)ccc1Oc1ccccc1	1487	-3	98	.	0.9	1	6	7	-5	6	-3
Cc1ccc2nc(C(O)C(O)c3nc4ccc(C)cc4[nH]3)[nH]c2c1 (centres undefined)	1572	-5	107	-0.72	1.5	1	1	-21	5	-50	8
Cc1ccc2c(c1)Oc1ccc(NC(=O)CCl)cc1C(=O)N2	1435	7	98	-0.63	0.9	1	-7	23	2	8	-3
Other compounds:
SMILES	TR-FRET SRC-2 ct	STAT3 inh	STAT3 act	ROMK mod	bIAP activator	TNAP act hi DEA	PPARg SRC-1 ag	STAT1 inh	PPARg SRC-3 ag	bIAP inhibitor	PPARg SRC-2 ag
COc1cccc(C(=O)Nc2cnn(C(C)C)c2)c1	1455	3	101	0.018	1	1	-1	-31	1	1	2
O=C(O)C1=C[C@H](c2ccc(C(F)(F)F)cc2)C[C@H](OCc2ccc(CO)cc2)O1	1504	.	.	.	1	1.1	-6	8	6	0	-7
CN(CC(=O)NC1CCCCCCC1)S(=O)(=O)c1cccc2cccnc12	1578	-1	105	.	1	1.1	-2	1	-1	3	5
CC(C)CC1=NN(C(=O)c2ccncc2)C(O)(C(F)(F)F)C1 (centres undefined)	1615	0	101	-1.2	1.1	1	6	-8	3	-5	7
S=C1NC2(CCCCC2)Cc2ccccc21	1642	-4	102	-0.53	1	1	2	6	5	3	11
CC(C)CCN1CCN(Cc2cccn2-c2ccc(Cl)cn2)CC1CCO (centres undefined)	1332	2	103	.	1.1	1.1	9	0	0	-7	6
O=C1c2ccccc2N2C(=O)c3ccccc3[C@H]2N1c1ccccc1	1576	24	85	0.31	0.9	1.1	2	4	-4	8	3
O=C(Nc1cccc(-c2nc3ncccc3o2)c1)c1cc2ccccc2o1	1347	1	105	.	1	1	-3	-2	-1	0	8
O=C(O)CC(NC(=O)C12CC3CC(CC(C3)C1)C2)c1cccc([N+](=O)[O-])c1 (centres undefined)	1324	2	103	-0.28	0.9	1	-5	3	-8	7	-7
CC1Cc2ccccc2N1C(=O)Cn1c(=O)oc2cc(S(=O)(=O)NC3CCCC3)ccc21 (centres undefined)	1377	11	98	.	1.1	1	2	7	-3	-7	-15
CCOc1cc(S(=O)(=O)N2CCN(c3ccc(F)cc3)CC2)c(OCC)cc1-n1cnnn1	1297	10	99	-0.46	1	1.1	0	-10	-8	0	-8
CCOc1ccccc1C(=O)Nc1ccc(-c2nnc(-c3ccc(C)cc3)o2)cc1	1411	5	101	.	.	.	-3	4	-3	.	-1
CC(Sc1nnc(Cn2c(=O)sc3ccccc32)n1C)c1ccccc1 (centres undefined)	1579	-6	105	.	0.9	1	2	1	5	8	3
O=C(Nc1ccccc1C(=O)NCc1ccccc1)c1ccccc1Br	1658	0	103	.	1	1	3	0	0	-2	-1

15 entries from above, as a markdown table.
| structure | TR-FRET SRC-2 ct | STAT3 inh | STAT3 act | ROMK mod | bIAP activator | TNAP act hi DEA | PPARg SRC-1 ag | STAT1 inh | PPARg SRC-3 ag | bIAP inhibitor | PPARg SRC-2 ag |
| --- | --- | --- | --- | --- | --- | --- | --- | --- | --- | --- | --- |
| Cc1ccc2c(c1)Oc1ccc(NC(=O)CCl)cc1C(=O)N2 | 1435 | 7 | 98 | -0.63 | 0.9 | 1 | -7 | 23 | 2 | 8 | -3 |
| COc1cccc(C(=O)Nc2cnn(C(C)C)c2)c1 | 1455 | 3 | 101 | 0.018 | 1 | 1 | -1 | -31 | 1 | 1 | 2 |
| O=C(O)C1=C[C@H](c2ccc(C(F)(F)F)cc2)C[C@H](OCc2ccc(CO)cc2)O1 | 1504 | . | . | . | 1 | 1.1 | -6 | 8 | 6 | 0 | -7 |
| CN(CC(=O)NC1CCCCCCC1)S(=O)(=O)c1cccc2cccnc12 | 1578 | -1 | 105 | . | 1 | 1.1 | -2 | 1 | -1 | 3 | 5 |
| CC(C)CC1=NN(C(=O)c2ccncc2)C(O)(C(F)(F)F)C1 (centres undefined) | 1615 | 0 | 101 | -1.2 | 1.1 | 1 | 6 | -8 | 3 | -5 | 7 |
| S=C1NC2(CCCCC2)Cc2ccccc21 | 1642 | -4 | 102 | -0.53 | 1 | 1 | 2 | 6 | 5 | 3 | 11 |
| CC(C)CCN1CCN(Cc2cccn2-c2ccc(Cl)cn2)CC1CCO (centres undefined) | 1332 | 2 | 103 | . | 1.1 | 1.1 | 9 | 0 | 0 | -7 | 6 |
| O=C1c2ccccc2N2C(=O)c3ccccc3[C@H]2N1c1ccccc1 | 1576 | 24 | 85 | 0.31 | 0.9 | 1.1 | 2 | 4 | -4 | 8 | 3 |
| O=C(Nc1cccc(-c2nc3ncccc3o2)c1)c1cc2ccccc2o1 | 1347 | 1 | 105 | . | 1 | 1 | -3 | -2 | -1 | 0 | 8 |
| O=C(O)CC(NC(=O)C12CC3CC(CC(C3)C1)C2)c1cccc([N+](=O)[O-])c1 (centres undefined) | 1324 | 2 | 103 | -0.28 | 0.9 | 1 | -5 | 3 | -8 | 7 | -7 |
| CC1Cc2ccccc2N1C(=O)Cn1c(=O)oc2cc(S(=O)(=O)NC3CCCC3)ccc21 (centres undefined) | 1377 | 11 | 98 | . | 1.1 | 1 | 2 | 7 | -3 | -7 | -15 |
| CCOc1cc(S(=O)(=O)N2CCN(c3ccc(F)cc3)CC2)c(OCC)cc1-n1cnnn1 | 1297 | 10 | 99 | -0.46 | 1 | 1.1 | 0 | -10 | -8 | 0 | -8 |
| CCOc1ccccc1C(=O)Nc1ccc(-c2nnc(-c3ccc(C)cc3)o2)cc1 | 1411 | 5 | 101 | . | . | . | -3 | 4 | -3 | . | -1 |
| CC(Sc1nnc(Cn2c(=O)sc3ccccc32)n1C)c1ccccc1 (centres undefined) | 1579 | -6 | 105 | . | 0.9 | 1 | 2 | 1 | 5 | 8 | 3 |
| O=C(Nc1ccccc1C(=O)NCc1ccccc1)c1ccccc1Br | 1658 | 0 | 103 | . | 1 | 1 | 3 | 0 | 0 | -2 | -1 |

Bioassay records from PubChem BioAssay.
